Screening data from PubChem BioAssay.
PERK inhibitor = human PERK inhibition, primary cell-based screen | Q9NZJ5 | CHO PERK-DD fusion, SEAP luminescence translation reporter | inhibition, % at 5.6 µM | 0.17% of 220,000 active | AID 1416;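 active = inhibition above the mean inhibition of all tested compounds plus 3 SD, set separately per screening campaign, cut at about 2.9% in these data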;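 note: PERK kinase domain activated by AP20187 dimerizer at 100 nM; 0% = DMSO with dimerizer and 100% = rapamycin at 8.4 µM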
TNF necrop inh = blocks TNF-alpha induced death of Jurkat FADD-/- cells; Jurkat FADD-/- TNF necroptosis rescue, ATP luminescence, 24 h; 0 = TNF only, 100 = no-TNF cells; activation (protection from cell death), % at 10 µM; AID 463075; 0.068% of 220,000 active;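 active = activation, meaning protection from cell death, of at least 50% relative to plate controls; inactive = activation below 50%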;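 note: necroptosis triggered by 40 ng/mL TNF-alpha added together with compound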
Runt-CBFb FRET = Runt domain-CBFb interaction inhibition; Cerulean-Runt/Venus-CBFb FRET ratio 530/480, 1 h; inhibition, % at 20 µM; 0.46% of 220,000 active;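 active = inhibition over about 50% at 20 µM in the single-dose screen, limit read from the data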;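 note: 0% = DMSO wells and 100% = excess unlabeled CBFb competitor control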
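Assay system: Cerulean-tagged RUNX1 Runt domain (FRET donor) fusion protein / Amount: 100 nM each of Venus-CBFb and Cerulean-Runt domain / Medium: Tris buffer pH 7.5 with salts and BSA / Also added: Venus-CBFb 100 nM / Schedule: 1 h complex formation plus 1 h compound treatment, room temperature / Signal: FRET fluorescence / Read-out: loss of energy transfer signal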
Hck Nef HTS = human Hck-Nef kinase inhibition; P08631; Recombinant Hck-YEEI plus Nef, Z-Lyte FRET kinase assay; inhibition, % at 20 µM; 0.68% of 220,000 active; AID 463187;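 active = Hck-Nef kinase inhibition above about 50%, limit read from the data; inactive = inhibition below that limit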;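 note: 0% = DMSO with Hck plus Nef and 100% = Hck alone without Nef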
Target sequence (P08631 whole entry, looked up): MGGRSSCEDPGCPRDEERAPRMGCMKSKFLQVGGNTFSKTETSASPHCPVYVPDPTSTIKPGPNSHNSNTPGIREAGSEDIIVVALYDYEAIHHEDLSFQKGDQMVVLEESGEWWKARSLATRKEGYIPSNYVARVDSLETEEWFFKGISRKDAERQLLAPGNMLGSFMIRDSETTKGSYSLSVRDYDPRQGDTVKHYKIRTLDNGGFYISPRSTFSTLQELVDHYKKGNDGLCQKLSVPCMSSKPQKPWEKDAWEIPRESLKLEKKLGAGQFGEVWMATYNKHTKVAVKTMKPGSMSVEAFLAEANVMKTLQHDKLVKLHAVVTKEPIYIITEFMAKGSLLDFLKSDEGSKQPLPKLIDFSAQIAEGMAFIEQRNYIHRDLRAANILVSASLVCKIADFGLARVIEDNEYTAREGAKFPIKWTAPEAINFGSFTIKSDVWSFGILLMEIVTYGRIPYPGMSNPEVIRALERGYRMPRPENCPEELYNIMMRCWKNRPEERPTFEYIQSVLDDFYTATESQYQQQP
RBBP9 inhibitor = blocks human serine hydrolase RBBP9; inhibition, % at 7.94 µM; recombinant RBBP9, FP-Rh probe fluorescence polarization; 0.2% of 220,000 active; O75884;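 active = inhibition above the campaign mean of all tested compounds plus 3 SD, cut at about 14% in these data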;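 note: plate controls were DMSO wells with RBBP9 for no effect and wells lacking RBBP9 protein for full effect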
Target sequence (O75884 whole entry, looked up): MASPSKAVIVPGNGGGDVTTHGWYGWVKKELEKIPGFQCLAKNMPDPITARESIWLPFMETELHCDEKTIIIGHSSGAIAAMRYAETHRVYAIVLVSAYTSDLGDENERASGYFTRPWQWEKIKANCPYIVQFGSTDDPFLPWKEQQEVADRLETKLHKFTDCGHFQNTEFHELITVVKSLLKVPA
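Controls: DMSO-treated enzyme wells and wells lacking RBBP9 | Material: RBBP9 protein | Technique: Fluorescence polarization | Replication: Single well per compound, no replicates | Buffer or medium: Tris-NaCl-Pluronic buffer, pH 8.0 | Timing: 30 min compound preincubation, 45 min probe labeling, 25 °C | Read-out basis: Percent inhibition from mP, scaled between DMSO and no-protein wells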
EP2 mod = modulators of human EP2 prostaglandin E2 receptor | P43116 | EP2-expressing cells, cAMP HTRF FRET, PGE2 co-stimulation | induction, % at 25 µM | 0.83% of 260,000 active | AID 940;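 active = compounds whose cAMP rise, as percent of the full-agonist control response, exceeds 60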;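 note: rat C6 glioma line stably carrying human EP2 under a CMV promoter; the protocol text gives 20 µM as final concentration; 100% = response of wells given 1 µM PGE2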
Target sequence (P43116 whole entry, looked up): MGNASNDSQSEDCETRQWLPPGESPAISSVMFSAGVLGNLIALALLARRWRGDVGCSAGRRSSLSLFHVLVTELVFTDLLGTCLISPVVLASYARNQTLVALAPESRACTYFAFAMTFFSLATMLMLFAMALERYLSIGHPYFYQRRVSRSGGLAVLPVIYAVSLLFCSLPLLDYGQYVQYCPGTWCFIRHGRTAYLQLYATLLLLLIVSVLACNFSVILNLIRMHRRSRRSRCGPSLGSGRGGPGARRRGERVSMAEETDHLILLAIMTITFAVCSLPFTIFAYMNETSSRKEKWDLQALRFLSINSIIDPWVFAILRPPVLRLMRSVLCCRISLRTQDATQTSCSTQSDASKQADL
L929 necroptosis = L929 zVAD cell death inhibition; 0.38% of 220,000 active; AID 1377; L929 zVAD necroptosis rescue, ATP luminescence, 24 h; with zVAD 60 µM; viability rescue, % at 10 µM;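 active = activation, scaled between plate controls, above about 75%, limit read from the data; inactive = activation under that limit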;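 note: 0% = zVAD with DMSO and 100% = DMSO alone without zVAD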
PGE2 EP2 inh = blocks the human prostaglandin E2 receptor EP2. P43116. C6 glioma cells expressing human EP2, cAMP TR-FRET; cells stimulated with saturating PGE2. inhibition, % at 25 µM. 0.52% of 260,000 active;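 active = percent inhibition above 40 after rounding to a whole number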;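 note: rat C6 glioma host cells with rolipram phosphodiesterase inhibitor present; the protocol text gives 20 µM as final concentration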
Runt-SMMHC FRET = Runt domain-CBFb-SMMHC interaction inhibition | Q01196+Q13951 | Cerulean-Runt/Venus-CBFb-SMMHC FRET ratio 530/480, 1 h | inhibition, % at 20 µM | 0.74% of 220,000 active | AID 1434;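 active = mean inhibition across duplicate retests at 20 µM reaching about 50%, limit read from the data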;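 note: 0% = DMSO wells and 100% = wells with excess untagged CBFb-SMMHC; inhibitors lower the FRET ratio by blocking Runt binding to CBFb-SMMHC; some results filed as inactive read as strong as hits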
* hit, by the source's call; · = not tested or not shown; & = joins results of further samples. This is a subset. The share of hits here may be higher or lower than overall.

SMILES	PERK inhibitor	TNF necrop inh	Runt-CBFb FRET	Hck Nef HTS	RBBP9 inhibitor	EP2 mod	L929 necroptosis	PGE2 EP2 inh	Runt-SMMHC FRET
COc1ccc(NC(=O)C(=O)NCCCn2ccnc2)cc1	0.4	0.3	1	24	-6	34	4.5	9	-2
COC(=O)c1c(NC(=O)/C=C/C(=O)O)sc(C)c1-c1ccc(C)c(C)c1	0.5	0.4	0	18	2	-22	-0.9	14	-4
OCc1ccc(O)c2ncccc12	0.6	-9.2	0	1	2	4	7.0	13	0
Cc1[nH]c(=O)[nH]c1CN1CCCCC1	-0.4	-2.3	31	1	-6	4	0.1	7	-3
COc1ccc(CCNC(=O)COc2ccc(-c3ccc(C#N)cc3)cc2)cc1	0.8	2.1	1	2	-5	-8	0.7	8	2
Cn1c(CNC(=O)c2cccs2)n[nH]c1=S	1.3	0.7	4	3	-3	41	0.4	10	3
Cn1ncc2c(Nc3ccccc3Br)ncnc21	0.3	-1.7	2	20	-5	8	17	12	-4
C#CCSc1nnc(-c2ccc(O)cc2)o1	0.3	-0.1	0	10	-2	-16	-1.0	6	2
COc1ccc(-c2cc(-c3ccccc3)c(C#N)c(=S)[nH]2)cc1	2.2	-3.6	8	13	-6	2	0.3	9	-8
Cc1ccc(S(=O)(=O)Nc2nc(C)c(C(=O)N/N=C/c3ccccc3)s2)cc1	0.2	0.4	·	4	-10	11	0.8	3	-5
Cc1ccccc1-n1ncc2c(SCC(=O)NCc3cccs3)ncnc21	0.5	-13	0	0	-2	-6	1.5	2	-10
Fc1ccccc1N1CCN(c2ncnc3[nH]ncc23)CC1	-0.4	-4.3	1	4	-5	0	0.2	·	1
CCOC(=O)C(=CNc1ccc(C(F)(F)F)cc1Cl)C(=O)OCC	-0.3	-0.8	-11	5	-13	69*	0.1	6	-7
CCOC(=O)c1c(C)n(-c2ccccc2)c2ccc(O)c(CN(C)C)c12	0.9	5.0	0	21	-3	-29	1.8	7	2
CCOC(=O)Cc1csc(NC(=O)COc2ccccc2)n1	-0.3	-0.1	-1	0	-9	42	0.1	6	1
COc1ccccc1Oc1ccc(N/C=C/C(=O)c2ccco2)cc1	0.8	-1.3	-6	-18	-4	3	3.0	4	-31
CCOc1ccc(C(C)=O)cc1CSc1nc(C)cc(C)n1	0.1	0.1	·	20	-5	15	1.9	10	·
CC(C)c1cc(C(=O)NNC(=S)NCc2ccco2)c(O)c(C(C)C)c1	1.0	0.9	2	0	-1	13	0.2	8	4
CC(=O)OC1=C(C#N)Cn2ccc3cccc1c32	0.0	-1.5	0	1	-10	-7	-0.3	6	-14
Cc1cc(C)cc(N=c2c([N+](=O)[O-])nn(-c3ccc4c(c3)OCCO4)n2O)c1	-0.6	-11	0	5	-1	-8	1.5	9	-1
Cn1cnnc1SCC(=O)NC1CCCc2ccccc21 (stereo not given)	1.5	0.1	1	22	-11	27	2.1	2	-1
Cc1c(N=NC2=C(O)CC(C)(C)CC2=O)c(=O)n(-c2ccccc2)n1C	0.8	-1.6	·	23	-10	26	36	4	·
Cc1nn(-c2ccccc2)c(N)c1C1(O)C(=O)Nc2ccccc21 (stereo not given)	2.8	4.4	-1	2	5	-10	0.3	20	-1
CC(C)(C)n1cnc2cc(NC(=O)c3cccs3)ccc21	0.1	2.5	1	20	-7	-21	74	3	-3

3 compounds already listed, ordered by the number in Runt-SMMHC FRET, highest first:
SMILES	Runt-SMMHC FRET
CCOC(=O)c1c(C)n(-c2ccccc2)c2ccc(O)c(CN(C)C)c12	2
CCOC(=O)Cc1csc(NC(=O)COc2ccccc2)n1	1
Cc1cc(C)cc(N=c2c([N+](=O)[O-])nn(-c3ccc4c(c3)OCCO4)n2O)c1	-1

(listing goes on)
SMILES	PERK inhibitor	TNF necrop inh	Runt-CBFb FRET	Hck Nef HTS	RBBP9 inhibitor	EP2 mod	L929 necroptosis	PGE2 EP2 inh	Runt-SMMHC FRET
O=C(c1cc(F)ccc1F)C1CCCN(C(=O)CCCN2CCCCC2=O)C1 (stereo not given)	0.0	-0.9	0	14	-3	-1	-0.9	4	-2
Cc1nnc(SCC(=O)NC2CCS(=O)(=O)C2)n1Cc1ccccc1 (stereo not given)	0.6	1.6	23	0	-3	1	1.0	2	-1
CCCC(C)NC(=S)Nc1cc(C)cc(C)c1 (stereo not given)	0.6	-10	-4	-8	-5	-16	0.4	7	1
CSCc1nnc(NC(=O)c2ccc(S(=O)(=O)N(C)C)cc2)o1	0.0	1.1	0	20	-2	28	3.1	4	-4
CSCC(=O)Nc1nc(-c2ccc3c(c2)OCCO3)cs1	-0.7	3.0	1	7	-2	-60	72	5	-2
Cc1ccc(Cl)cc1N(CC(=O)NCc1ccc2c(c1)OCO2)S(C)(=O)=O	0.2	0.1	-2	10	-1	-34&-5	-0.8	11&4	0
CCc1nn(C)c(N)c1C	0.2	-0.8	-2	18	-4	12	0.2	5	-4
O=C(NNS(=O)(=O)c1ccc(Br)cc1)c1ccncc1	1.1	-0.6	0	-1	1	9	-0.3	6	0
O=C(O)c1oc2ccccc2c1CN1CCN(c2ccccc2)CC1	1.2	-2.2	2	1	-2	24	0.5	4	-7
O=C(COc1ccc([N+](=O)[O-])cc1)Nc1ccc2c(c1)OCO2	0.2	-0.6	0	5	0	-35	1.1	7	-2
NC(=O)c1ccc(Oc2ccc(C(N)=O)cc2)cc1	1.3	0.1	2	26	-2	-20	-0.5	5	-1
O=C(NCCCCO)C(F)(F)C(F)(F)C(F)(F)C(=O)NCCCCO	1.4	-2.9	-1	1	-6	19	0.3	4	1
COc1ccc(S(=O)(=O)NC(C)(C)C)cc1-c1nnc2c3ccccc3c(C)nn12	-1.8	-1.6	-7	-1	-4	10	1.1	4	0
CCOC(=O)c1sc2ncnc(NCc3ccco3)c2c1C	-1.0	-4.0	2	-14	-1	27	0.3	19	0
COCCn1c(C)cc2c(c1=O)C(c1ccccc1F)C(C#N)=C(N)O2 (stereo not given)	0.2	-10.0	6	0	-2	22	-0.6	3	33
Cc1ccc(S(=O)(=O)C(C#N)c2nc3ccccc3nc2N2CCN(C)CC2)cc1 (stereo not given)	0.5	0.9	57*	-3	-7	32	·	9	79*
O=C1c2c([N+](=O)[O-])cc([N+](=O)[O-])cc2S(=O)N1Cc1ccccc1 (stereo not given)	1.1	-0.1	43	7	4	44	3.5	9	34
CCOC(=O)CS(=O)(=O)c1ccc(O)cc1	0.9	1.2	0	6	-2	9	1.9	7	-1
CCOC(=O)N1CCC(NC(=O)c2csc3c2CCCC3)CC1	0.4	0.6	0	1	-7	15	1.8	12	43
CCn1cc(C(=O)O)c(=O)c2cc(F)c(N3CCN(C(=S)NC(=O)c4ccc(Br)cc4)CC3)cc21	0.6	0.8	9	25	3	-12	1.2	6	-2
CC1CCN(S(=O)(=O)c2ccc(C(=O)NCc3cccnc3)cc2)CC1	0.8	1.6	-1	22	-6	9	2.8	14	-1
CN1C(C(=O)NCCc2cccs2)CC2Cn3c(nc4cc5ccccc5cc43)C21 (stereo not given)	·	5.7	-1	29	·	-19	1.2	7	2
Cc1sc(NC(=O)CCl)c(C(=O)c2ccccc2)c1C	-0.3	-20	5	1	-6	41	6.8	5	-1
COc1nc(NCCN2CCOCC2)nc(Nc2ccc([N+](=O)[O-])cc2)n1	-0.8	0.0	2	-19	-2	-9	0.1	5	4
Cc1ccc(-n2c(C)cc(C=C3C(=O)CC(C)(C)CC3=O)c2C)cc1	1.6	0.2	-4	3	-2	2	-0.3	8	-11
CCNC(=S)N1N=C2c3ccccc3CCC2C1c1ccc(F)cc1 (stereo not given)	0.6	-10	-1	11	-4	-25	0.9	13	0
Cc1cc(C)cc(C(=O)NC(=S)Nc2ccc(Cc3ccncc3)cc2)c1	-0.5	-9.6	-3	3	-7	-44	·	9	0
O=C(CSc1nnc(CNc2ccc(F)cc2)n1Cc1ccco1)N1CCCC1	0.3	-0.5	3	-2	6	25	-0.5	6	5
Cc1ccc(OCC(=O)Nc2ccccc2Sc2ccccc2)c([N+](=O)[O-])n1	0.4	-0.6	-4	6	-1	48	-0.2	11	-2
COC(=O)c1ccc2ncccc2c1	1.1	-1.3	0	3	-6	15	0.5	15	0
CCCCOc1ccc2c(c1)C(=O)c1cc(O)ccc1-2	0.8	-5.1	-6	40	1	9	3.4	7	0
O=C(O)C1CCC(Cn2c(SCc3cc(=O)n4ccccc4n3)nc3ccsc3c2=O)CC1 (stereo not given)	0.3	-0.7	·	3	2	34	1.6	7	1
Cc1nccc(-c2cc(-c3ccc(Cl)cc3Cl)no2)n1	-0.1	-7.6	-1	3	-7	-18	-0.6	10	0
CCOC(=O)C1CCCN(c2c(NCCCN(CC)c3ccccc3)c(=O)c2=O)C1 (stereo not given)	-1.1	0.2	0	0	-8	11	-0.1	4	2
O=C(NNC1CC(=O)N(c2cccc(Cl)c2)C1=O)c1cccs1 (stereo not given)	0.3	0.6	-3	3	-6	2	0.6	7	3
CC1(C)Cc2c(sc3nc(SCC(=O)N4CCOCC4)nc(N)c23)CO1	0.0	0.2	2	4	-2	23	3.5	-3	3
CC(C)(C)n1ncc2c(=O)n(CC(=O)NCc3ccccc3)cnc21	-0.2	-8.8	0	-3	-9	-23	2.3	9	2

Fetched one by one from the entries so far, 7 records:
SMILES	PERK inhibitor	TNF necrop inh	Runt-CBFb FRET	Hck Nef HTS	RBBP9 inhibitor	EP2 mod	L929 necroptosis	PGE2 EP2 inh	Runt-SMMHC FRET
CC(C)(C)n1ncc2c(=O)n(CC(=O)NCc3ccccc3)cnc21	-0.2	-8.8	0	-3	-9	-23	2.3	9	2
CCNC(=S)N1N=C2c3ccccc3CCC2C1c1ccc(F)cc1 (stereo not given)	0.6	-10	-1	11	-4	-25	0.9	13	0
CCOC(=O)C1CCCN(c2c(NCCCN(CC)c3ccccc3)c(=O)c2=O)C1 (stereo not given)	-1.1	0.2	0	0	-8	11	-0.1	4	2
CCCCOc1ccc2c(c1)C(=O)c1cc(O)ccc1-2	0.8	-5.1	-6	40	1	9	3.4	7	0
O=C(CSc1nnc(CNc2ccc(F)cc2)n1Cc1ccco1)N1CCCC1	0.3	-0.5	3	-2	6	25	-0.5	6	5
CC1(C)Cc2c(sc3nc(SCC(=O)N4CCOCC4)nc(N)c23)CO1	0.0	0.2	2	4	-2	23	3.5	-3	3
O=C(NNC1CC(=O)N(c2cccc(Cl)c2)C1=O)c1cccs1 (stereo not given)	0.3	0.6	-3	3	-6	2	0.6	7	3
